Source: PubChem (National Center for Advancing Translational Sciences (NCATS))
RXFP1 antag = qHTS Assay for Antagonists of the Relaxin Receptor RXFP1; Relaxin receptor 1 (Homo sapiens), Q9HBX9; HEK293-RXFP1, relaxin-stimulated cAMP HTRF, 30 min; active compounds read low; activity change, negative = inhibition, % at 57.5 µM; 350,000 compounds, 0.59% hits;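 active means activity change of -60% or lower, but not beyond a set lower limit; inconclusive means change between -60% and -40%, or beyond the set limit; inactive means change above -40%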; further: on the % scale 0 is the no-effect control and ±100 the full control effect
RXFP1 agonist = qHTS Assay for Agonists of the Relaxin Receptor RXFP1; Relaxin receptor 1 (Homo sapiens), Q9HBX9; 370,000 compounds, 0.3% hits; HEK293T-RXFP1 cAMP TR-FRET, 30 min; response scale: percent of porcine relaxin response, buffer zero; AID 2676, 2010; Potency, µM (doses to about 57.5 µM), inactives show top-dose activation, hits mostly activators; further: potency means the concentration at half of the fitted maximal effect; on the % scale 0 is the no-effect control and ±100 the full control effect; nearly all actives have a fitted effect of over 60% in size; many of its hits are not listed in these tables
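cAMP rise read by TR-FRET after 30 min, 37C compound exposure (up to 58 uM) in RXFP1-transfected HEK293 cells with Ro 20174 present. EC50 from Hill-equation fits, with 29 nM porcine relaxin as 100% and buffer as basal.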
Vif-A3G inh = qHTS for Inhibitors of Vif-A3G Interactions: qHTS. 410,000 compounds, 0.076% hits. DNA dC->dU-editing enzyme APOBEC-3G (Homo sapiens), Q9HC16. HeLa A3G-eYFP + Vif (tagged APOBEC3G with the HIV-1 protein that degrades it), YFP fluorescence, overnight. Potency, µM (top dose mostly 46.1 µM), without a hit: at the highest dose activity, negative = active, hits mostly inhibitors;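 further: potency means the concentration at half of the fitted maximal effect; on the % scale 0 is the no-effect control and ±100 the full control effect; nearly all actives have a fitted effect of over 60% in size; hits raise eYFP signal because A3G escapes Vif-driven loss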
Target sequence (Q9HC16 whole entry, looked up): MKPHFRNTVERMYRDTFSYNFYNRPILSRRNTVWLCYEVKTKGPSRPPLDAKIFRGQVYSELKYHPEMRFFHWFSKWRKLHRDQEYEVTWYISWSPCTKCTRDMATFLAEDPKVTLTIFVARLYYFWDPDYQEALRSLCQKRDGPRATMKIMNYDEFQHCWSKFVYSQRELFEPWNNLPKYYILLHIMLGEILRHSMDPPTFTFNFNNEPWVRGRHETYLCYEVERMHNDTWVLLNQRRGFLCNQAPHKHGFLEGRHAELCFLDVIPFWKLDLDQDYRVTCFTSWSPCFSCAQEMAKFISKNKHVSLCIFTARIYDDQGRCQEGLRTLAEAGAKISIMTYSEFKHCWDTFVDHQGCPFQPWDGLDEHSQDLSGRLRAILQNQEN
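Read-out is eYFP fluorescence (Ex 488/Em 500-530) from Vif-expressing HeLa A3G-eYFP cells; more signal means A3G escaped Vif-mediated degradation. Cells plated overnight, compound pinned in, incubated overnight at 37 deg C.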
D1 potentiator = Potentiators of Human D1 Dopamine Receptor: qHTS; HEK293 TREx D1 cells, calcium flux, dopamine EC20 potentiation; potentiation, % at 10 µM; 360,000 compounds, 0.036% hits; AID 504651, 2011; in the data active means potentiation above about 30%; further: 0% is about no effect
Target sequence (P21728 whole entry, looked up): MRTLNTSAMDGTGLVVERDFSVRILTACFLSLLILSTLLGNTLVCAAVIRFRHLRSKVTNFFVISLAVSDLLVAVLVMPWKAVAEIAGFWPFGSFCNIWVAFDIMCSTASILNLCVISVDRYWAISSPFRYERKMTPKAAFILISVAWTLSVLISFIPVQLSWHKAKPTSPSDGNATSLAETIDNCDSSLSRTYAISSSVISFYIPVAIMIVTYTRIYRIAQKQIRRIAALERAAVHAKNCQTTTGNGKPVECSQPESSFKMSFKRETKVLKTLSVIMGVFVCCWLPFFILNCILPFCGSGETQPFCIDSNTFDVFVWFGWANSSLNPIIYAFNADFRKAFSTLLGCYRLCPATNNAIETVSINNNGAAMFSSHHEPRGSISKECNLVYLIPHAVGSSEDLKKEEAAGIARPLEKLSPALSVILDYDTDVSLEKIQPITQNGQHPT
Vif-A3F inh = qHTS for Inhibitors of Vif-A3F Interactions: qHTS; 390,000 compounds, 0.2% hits; HeLa A3F-eYFP + Vif (tagged APOBEC3F with the HIV-1 protein that degrades it), YFP fluorescence increase; Potency, µM (series often up to 46.1 µM), without a hit: at the highest dose activity, negative = active; further: potency means the concentration at half of the fitted maximal effect; % of control where 0% means no effect; nearly all actives have a fitted effect of over 65% in size
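Fluorescence increase (Ex 488/Em 500-530) after overnight compound treatment at 37 deg C flags inhibition of Vif-driven A3F-eYFP loss in stable HeLa A3F-eYFP/Vif cells seeded overnight beforehand.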
Glioma ERSR ind = qHTS for Inducers of the Endoplasmic Reticulum Stress Response (ERSR) in Human Glioma: qHTS; 420,000 compounds, 0.02% hits; Potency, µM, for the others: at the highest dose activation, actives largely listed as activators; U87-MG GRP78 promoter luciferase reporter, 16 h; further: potency means the concentration at half of the fitted maximal effect; series mostly up to about 76 µM; % of control where 0% means no effect; nearly all actives have a fitted effect of over 35% in size
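Stably transfected U87-MG glioma cells carrying a GRP78-based luciferase sensor; 16 h compound incubation. Luminescence end-point read 10 min after Bright-Glo addition at room temperature.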
D2 PAM = HTS Assay for Positive Allosteric Modulators of the Human D2 Dopamine Receptor: Primary Screen for Potentiators; HEK293 T-REx D2, calcium flux, EC20 dopamine potentiation; potentiation, % at 10 µM; D(2) dopamine receptor (Homo sapiens), P14416; 340,000 compounds, 0.34% hits;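 active means potentiation over 3 SD above the plate norm, cut at about 30% in these data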; further: 0% is about no effect
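Using a no-wash calcium dye in inducible, force-coupled HEK293 Trex cells expressing D2, we tracked fluorescence each second for 180 s after compound, then for 180 s after EC20 dopamine to detect augmented signalling.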
D1 antag = Antagonist of Human D 1 Dopamine Receptor: qHTS. 360,000 compounds, 3.2% hits. AID 504652, 2011. activity change, negative = inhibition, % at 10 µM. D(1A) dopamine receptor (Homo sapiens), P21728. HEK293 TREx D1 cells, calcium flux, dopamine EC80; active compounds read low; in the data active means activity change below about -30%; further: on the % scale 0 is the no-effect control and ±100 the full control effect
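Compound effects on dopamine-evoked calcium signalling were measured in tetracycline-induced HEK293 Trex D1 cells. Dopamine at EC80 followed a 180 s compound pre-read, and fluorescence was tracked kinetically for 180 s more.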
D1 ag = Allosteric Agonists of the Human D1 Dopamine Receptor: qHTS. D(1A) dopamine receptor (Homo sapiens), P21728. HEK293 T-REx D1 cells, calcium flux, agonist mode. activation, % at 2 µM. 360,000 compounds, 1% hits; in the data active means activation above about 30%; further: 0% is about no effect
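Tetracycline-induced HEK293 TREx D1 cells, force-coupled to calcium signalling, were dye-loaded with a no-wash calcium kit. Compound was pin-added after a 10 s baseline. Fluorescence was read kinetically at 1 cycle/s for 180 s, with calcium rises flagged as agonism.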
Starred values were filed as active, the others as inactive; u = inconclusive; x = not tested or not shown. Unless noted, the call rests on the fitted dose curve; in most records, active means well fitted curve in the direction sought with a large enough effect; inconclusive means small, poorly fitted or top-dose-only effect, or another doubt; inactive means no such curve, though single readings can be large; an effect the other way counts as inactive or inconclusive. These rows are one share of the data. The share of hits here may be higher or lower than overall.

Sequence of screens: RXFP1 antag	RXFP1 agonist	Vif-A3G inh	D1 potentiator	Vif-A3F inh	Glioma ERSR ind	D2 PAM	D1 antag	D1 ag
- CN(CCNC(=O)CN1CCN(Cc2ccccc2Cl)C1=O)Cc1ccccc1
→ -10	0.2%	1%	-1	0%	-5%	20	7	11
- COc1ccccc1-c1nnc(SCC(=O)N2CCCCC2)o1
→ 3	0.0%	3%	-6	0%	0%	4	9	0
- COc1ccccc1NC(=O)C1CC(=O)N(c2ccc(F)cc2)C1 (stereo not given)
→ 0	-0.4%	2%	-4	0%	-3%	x	6	9
- COCCNc1ccnc2c(Cl)cccc12
→ 1	1.2%	-1%	-3	-7%	2%	-18	-5	4
- Cc1ccc(NC(=O)c2cccs2)cc1NC(=O)c1ccccc1Cl
→ 5	25%	2%	5	2%	-4%	4	18	3
- COc1ccc(CC(=O)Nc2nnc(-c3cccc([N+](=O)[O-])c3)s2)cc1
→ 2	4.2%	2%	1	-7%	-5%	0	10	2
- O=C(Nc1cccc2c1CCCC2)c1ccc(Br)o1
→ -17	2.6%	6%	-9	0%	2%	-2	-13	1
- O=C(/C=C/c1cccc([N+](=O)[O-])c1)NCCSCc1cccc(Cl)c1
→ 5	-0.8%	2%	-3	-5%	-2%	-3	9	11
- O=C(CCNC(=O)c1ccc(Br)cc1)Nc1ccccc1N1CCCCC1
→ u	0.0%	-1%	-1	-15%	-1%	5	14	1
- OCCSc1nc(-c2cccnc2)nc2ccccc12
→ -9	13%	2%	-3	x	-5%	-6	1	3
- Cc1ccc(NC(=O)COC(=O)CN2C(=O)NC3(CCCC3)C2=O)cc1F
→ 1	-0.1%	-1%	-7	u	8%	-9	-14	4
- Cc1cccc(N2CCN(C(=O)c3cccc(S(=O)(=O)N4CCCCC4)c3)CC2)c1C
→ 1	x	2%	x	3%	-2%	x	x	x
- O=C(CCc1ccc(Oc2cc([N+](=O)[O-])cc([N+](=O)[O-])c2)cc1)N1CCCCC1
→ -7	2.8%	1%	-3	2%	-5%	9	-7	13
- COC(=O)CN1C(=S)N(c2ccc(F)cc2)C(=O)C1CC(=O)Nc1ccc(OC)cc1 (stereo not given)
→ 2	-2.0%	-1%	0	2%	-3%	-10	-1	4
- Cc1ccc(CNC(=O)C(=O)NCC(c2ccc3c(c2)OCO3)N2CCOCC2)cc1 (stereo not given)
→ -1	0.4%	1%	2	-10%	-3%	-6	8	1
- Cn1ncc2c(Nc3cccc(C#N)c3)ncnc21
→ 17	18%	-1%	-2	2%	-1%	-8	-3	-4
- COc1cccc(-c2n[nH]c3c2CCC3)c1
→ 2	1.7%	-1%	-1	-5%	1%	2	2	7
- CCc1nnc(NC(=O)c2ccc(S(=O)(=O)N(CC)CC)cc2)s1
→ 1	1.2%	0%	4	-5%	-3%	6	-6	0
- COCCn1nnnc1C(c1ccccc1)N1CCN(C(=O)c2ccco2)CC1 (stereo not given)
→ -7	3.2%	4%	-5	-12%	-4%	5	-5	2
- O=C1N(c2cccc(Cl)c2)C(c2ccc(Cl)cc2)N2CCCN12 (stereo not given)
→ -4	-2.9%	-5%	-7	2%	-3%	13	7	8
- O=C(O)CC1SC(=Nc2cccc(O)c2)NC1=O (stereo not given)
→ -14	0.5%	5%	1	-7%	-1%	11	9	1
- Cc1cc(NC(=O)COc2coc(CN3CCN(c4ccccc4F)CC3)cc2=O)no1
→ 8	0.1%	-5%	-2	2%	-1%	-21	-14	1
- CCc1cccc(C)c1NC(=O)COn1nnc2ccc(C(F)(F)F)cc21
→ 11	1.7%	1%	-2	-1%	-4%	0	-23	2
- O=C(N/N=C/c1ccc([N+](=O)[O-])s1)c1ccccc1Br
→ -7	1.3%	-12%	-8	0%	-12%	-4	2	2
- COCC(=O)N(C)C1(c2nnnn2CCOC(=O)Nc2ccc(Cl)cc2)CCCCC1
→ -3	3.7%	0%	0	1%	-1%	1	1	1
- COc1ccc(-c2cn(-c3ccc(Cl)cc3)c3[n+]2CCCCC3)cc1
→ 21	-0.2%	0%	-8	11%	-5%	4	12	1
- CC(C)(C)NS(=O)(=O)c1ccc(CCC(=O)Nc2ccc3c(c2)OCO3)cc1
→ -7	-0.2%	-1%	-4	-2%	-1%	-2	-15	2
- O=C(Nc1ccc(S(=O)(=O)Nc2ncccn2)cc1)c1cc(=O)c2ccccc2o1
→ -11	1.9%	-4%	1	4%	-3%	19	15	3
- C#CCN1C(=O)S/C(=C/c2cc(C)n(CC)c2C)C1=O
→ 13	-1.2%	1%	0	u	7%	-7	6	4
- O=C(O)c1ccccc1C(=O)c1ccc2c(c1)N(Cc1ccc(Cl)c(Cl)c1)C(=O)CO2
→ u	-0.9%	1%	1	-4%	-4%	-5	5	3
- CC(NC(=O)/C(=C\c1ccco1)NC(=O)c1ccco1)C(=O)O (stereo not given)
→ -8	2.7%	0%	0	-20%	-5%	-6	16	2
- OC(CN1CCCCC1)CN1CCCCC1
→ 4	-3.9%	0%	-2	-7%	0%	-12	4	3
- CCCS(=O)(=O)N1CCn2c(nc3ccccc32)C1
→ 0	1.6%	-3%	0	4%	-4%	9	-1	0
- O=C(O)CCCSc1nccn1-c1ccccc1
→ -17	0.5%	-2%	-5	8%	-4%	-15	-15	1
- O=C(NC(=S)Nc1ccccc1Br)C1CCCCC1
→ -24	x	-2%	x	9%	1%	x	x	x
- CNC(=O)c1cnn(-c2nc(-c3ccc(OC)cc3)cs2)c1C(F)(F)F
→ 10	0.6%	-18%	4	-11%	-3%	1	1	0
- COc1ccc(-n2nc(C(=O)N(C)c3cc(C)ccc3C)c3c4ccccc4n(C)c3c2=O)cc1Cl
→ -1	1.0%	1%	2	-2%	-2%	x	-8	0
- CN1CCN(S(=O)(=O)c2cccc(C(=O)Nc3nccs3)c2)CC1
→ -4	1.2%	0%	-2	-3%	-5%	12	6	0
- CN(Cc1cnccn1)C(=O)CC1C(=O)NCCN1Cc1c(F)cccc1Cl (stereo not given)
→ 9	4.9%	-3%	-9	-9%	-1%	4	-4	3
- COc1ccc(OC)c(CNC(=O)c2ccc3c(c2)c(C)c(C)n3C)c1
→ -9	0.7%	-6%	-3	1%	0%	1	6	1
- CN(c1ccccc1C(=O)N1CCN(c2ccccc2F)CC1)S(=O)(=O)c1ccccc1
→ 5	-2.5%	0%	0	2%	-2%	2	6	0
- COC(=O)CCN1CCN(S(=O)(=O)c2ccccc2Br)CC1
→ -15	0.8%	0%	-5	7%	-4%	4	9	3
- CS(=O)(=O)c1cnc2c(S(=O)(=O)c3ccccc3)cnn2c1N
→ -17	1.3%	-1%	-1	0%	-4%	4	-3	1
- C(#CCN1CCOCC1)COC(c1ccccc1)c1ccccc1
→ 6	2.4%	1%	-8	-8%	-3%	-12	-23	0
- COc1ccccc1C(=O)NCCCNc1nc2cc(C)cc(C)c2cc1C#N
→ 6	x	-6%	x	1%	-2%	x	x	x

Two compounds picked at random from the list so far:
Sequence of screens: RXFP1 antag	RXFP1 agonist	Vif-A3G inh	D1 potentiator	Vif-A3F inh	Glioma ERSR ind	D2 PAM	D1 antag	D1 ag
- COC(=O)CCN1CCN(S(=O)(=O)c2ccccc2Br)CC1
→ -15	0.8%	0%	-5	7%	-4%	4	9	3
- COc1ccccc1C(=O)NCCCNc1nc2cc(C)cc(C)c2cc1C#N
→ 6	x	-6%	x	1%	-2%	x	x	x

Remaining list, next part.
Sequence of screens: RXFP1 antag	RXFP1 agonist	Vif-A3G inh	D1 potentiator	Vif-A3F inh	Glioma ERSR ind	D2 PAM	D1 antag	D1 ag
- Cc1cc(C)n2ncc(-c3cccc(Br)c3)c2n1
→ 1	3.1%	-3%	3	-12%	7%	26	-1	1
- CCOc1ccc(C(=O)c2cn(CC(=O)Nc3ccc(F)cc3)c3cc4c(cc3c2=O)OCCO4)cc1
→ x	u	-3%	1	-1%	-5%	11	-9	7
- O=C(O)C1CCCCC1C(=O)Nc1ccc(F)cc1F (stereo not given)
→ 20	0.9%	1%	-2	1%	-3%	-6	-13	0
- O=C(CSCc1ccccc1)N1CCN(S(=O)(=O)c2ccc(F)cc2)CC1
→ 2	-3.7%	5%	0	-7%	0%	8	0	1
- CC1(C)Cc2cccc(OCC(=O)N3CCN(c4ccccc4F)CC3)c2O1
→ -5	0.3%	-3%	-4	5%	0%	-2	-69*	4
- O=C1NC2(CCCC2)N=C1c1ccc(F)cc1
→ -2	-0.3%	0%	2	0%	-3%	1	4	-1
- Cc1ccc(Sc2ncccc2C(=O)NCc2cc([N+](=O)[O-])ccc2O)cc1C
→ -7	-0.4%	-3%	-2	1%	-1%	8	12	16
- Cc1nn(-c2ccccc2)c2c1C(c1ccncc1)C(C#N)=C(N)O2 (stereo not given)
→ -9	-1.9%	0%	-6	-14%	-6%	-10	-11	6
- COc1cc(O)ccc1-c1nc2ccc(Br)cn2c1Nc1ccccc1C
→ -21	5.0%	4%	0	6%	-10%	8	6	-1
- CC(C)(C)c1ccc(SCCc2cccnc2)cc1
→ -10	1.0%	-1%	-1	-9%	0%	6	-3	0
- CCOC(=O)N1CCC(Nc2ccc3nnc(-c4ccccc4)n3n2)CC1
→ x	6.4%	-2%	-6	-2%	1%	-4	2	2
- COc1ccc(N2CCN(C(CNC(=O)c3c(F)cccc3F)c3ccc4c(c3)OCO4)CC2)cc1 (stereo not given)
→ -13	-0.1%	-8%	-2	5%	-2%	-19	13	0
- COc1ccccc1C(=O)c1c(C)c(CCC#N)n2ccccc12
→ 5	1.2%	0%	1	u	-3%	11	14	0
- Nc1ccc(N(c2ccccc2)c2ccc(N)cc2)cc1
→ -1	3.9%	-25%	-4	-6%	-4%	5	0	4
- CCOC(=O)C1(Cc2cccc(OC)c2)CCCN(C(=O)c2cc(CC(C)C)[nH]n2)C1 (stereo not given)
→ -25	-0.6%	2%	7	-20%	2%	1	13	3
